IDH1 R132H inh: inhibitors of human IDH1 R132H. O75874. IDH1 R132H reductase, diaphorase/resazurin fluorescence, 60 min. inhibition, % at 10 µM. 70,000 tested, 0.18% active; in the data active means inhibition above about 34%;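 further: 0% = DMSO and 100% = no enzyme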
Target sequence (O75874 whole entry R132H): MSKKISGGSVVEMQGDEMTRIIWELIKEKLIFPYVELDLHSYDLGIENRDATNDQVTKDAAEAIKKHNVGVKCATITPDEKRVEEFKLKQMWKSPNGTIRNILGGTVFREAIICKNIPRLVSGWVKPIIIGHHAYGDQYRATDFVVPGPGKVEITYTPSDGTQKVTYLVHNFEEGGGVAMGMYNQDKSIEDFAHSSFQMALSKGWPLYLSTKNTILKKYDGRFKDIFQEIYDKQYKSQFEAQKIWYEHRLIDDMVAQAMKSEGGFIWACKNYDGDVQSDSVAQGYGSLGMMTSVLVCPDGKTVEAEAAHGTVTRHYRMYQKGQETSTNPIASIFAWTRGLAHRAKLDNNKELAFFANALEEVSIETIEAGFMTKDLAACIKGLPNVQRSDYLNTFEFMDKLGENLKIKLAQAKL
EZH2 inh: inhibitors of human EZH2/PRC2 methyltransferase; PRC2 H3K27 methylation, DELFIA TRF, 1 h; inhibition, % at 12.5 µM; 57,000 tested, 0.35% active; AID 651548;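 active means mean inhibition of replicates at least 50% and every single replicate also reaching 50%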;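 further: dimethyl H3K27 on biotinylated H3 21-44 peptide detected by antibody; plate controls were median neutral control wells for no effect and median positive control wells for full effect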
The depositor's hits bear a star; . = no result given. These rows are one share of the data (hit frequency here may not be typical).

structure	EZH2 inh	IDH1 R132H inh
C[C@H](O)C#Cc1ccc2c(c1)O[C@H](CN(C)C(=O)C1CCC1)[C@H](C)CN([C@@H](C)CO)S2(=O)=O	2.5	.
O=C(C[C@H]1C[C@H]2c3cc(NC(=O)Nc4ccccc4)ccc3O[C@H]2[C@@H](CO)O1)NCC1CC1	2.3	-1.8
C[C@H](CO)N1C[C@H](C)[C@H](CN(C)S(=O)(=O)c2ccc(Cl)cc2)Oc2ccc(NC(=O)CCN3CCOCC3)cc2CC1=O	.	-1.7
COc1cc([C@@H](O)[C@@H](CO[C@@H]2O[C@H](CO)[C@@H](O)[C@H](O)[C@H]2O)Oc2ccc(/C=C/CO)cc2OC)ccc1O	.	-0.1
COc1cccc(S(=O)(=O)N(C)C[C@H]2OCc3cnnn3CCCC(=O)N([C@H](C)CO)C[C@@H]2C)c1	1.4	-2.6
Cc1cc(C)nc(SCC(=O)Nc2ccc(N3CCOCC3)cc2)n1	3.2	0.2
COc1cc2c(cc1OC)CN(C(=O)[C@H]1[C@@H]3C(=O)O[C@@H](c4ccccc4)[C@@H](c4ccccc4)N3[C@@H](c3ccc(O)cc3)[C@]13C(=O)Nc1ccc(C#CC4(O)CCCCCC4)cc13)CC2	-32.5	-0.4
COc1ccccc1NC(=O)N[C@@H]1CC[C@@H](CCn2cc(-c3ccccc3)nn2)O[C@@H]1CO	8.6	-0.2
COc1ccc(CN(C)C[C@H]2Oc3ccc(NC(=O)c4ccncc4)cc3C(=O)N([C@@H](C)CO)C[C@@H]2C)cc1	.	0.1
O=C(C[C@@H]1C[C@H]2c3cc(NS(=O)(=O)c4ccc(F)cc4)ccc3O[C@H]2[C@H](CO)O1)NCc1ccc(Cl)cc1	6.4	-0.2
CO[C@@H](CN(C)Cc1cc(F)ccc1F)[C@H](C)CN([C@@H](C)CO)S(=O)(=O)c1ccc(C)cc1	-5.5	-0.5
COc1cccc(S(=O)(=O)N[C@H]2C=C[C@H](CC(=O)NC3CCC3)O[C@H]2CO)c1	14.6	-0.4
CC(=O)c1cccc(-n2nnnc2SCC(=O)Nc2ccccc2F)c1	-10.0	-0.3
O=C(C[C@H]1CC[C@@H](NS(=O)(=O)c2ccc(F)cc2)[C@H](CO)O1)NCCN1CCCCC1	-8.6	-0.4
Cc1ccc(S(=O)(=O)N[C@@H]2CC[C@H](CC(=O)NC3CCCCC3)O[C@@H]2CO)cc1	-2.3	-0.2
C[C@H]1CN([C@@H](C)CO)C(=O)c2cccc(NC(=O)Nc3cccc4ccccc34)c2O[C@H]1CN(C)Cc1ccc2c(c1)OCO2	-4.5	0.6
C[C@@H]1CCCCO[C@@H](CN(C)C(=O)Nc2cccc3ccccc23)[C@@H](C)CN([C@H](C)CO)C(=O)c2cc(NS(=O)(=O)c3ccc(F)cc3)ccc2O1	.	1.0
C[C@@H](NC(=O)C[C@@H]1C[C@H]2c3cc(NC(=O)NC4CCCC4)ccc3O[C@H]2[C@@H](CO)O1)c1ccccc1	40.4	0.0
Cc1noc(C)c1S(=O)(=O)N(C)C[C@@H]1OCCCC[C@@H](C)Oc2ccc(NC(=O)Nc3cccc4ccccc34)cc2C(=O)N([C@H](C)CO)C[C@@H]1C	.	-1.0
C[C@@H]1CN([C@H](C)CO)C(=O)c2cc(NS(=O)(=O)c3cn(C)cn3)ccc2O[C@@H](C)CCCCO[C@H]1CN(C)C	9.3	6.9
CO[C@@H]1CN(C)C(=O)c2ccc(NC(C)=O)cc2OC[C@H](C)N(Cc2cc(F)ccc2F)C[C@H]1C	-8.6	0.1
COc1ccc(NC(=O)Nc2ccc3c(c2)CC(=O)N([C@H](C)CO)C[C@@H](C)[C@H](CN(C)Cc2ccc(C(F)(F)F)cc2)O3)cc1	.	-0.4
O=C(NCC[C@H]1CC[C@@H](NS(=O)(=O)c2cccc(F)c2)[C@@H](CO)O1)C1CCC1	-0.7	0.3
O=C(O)C[C@H]1C=C[C@H](NC(=O)Nc2ccccc2)[C@@H](CO)O1	0.6	0.0
O=C(COc1ccc(Br)cc1CO)Nc1ccccc1	14.6	0.7
C[C@@H]1C=C(C(=O)NCc2ccccc2)O[C@H](OCc2ccc(CO)cc2)C1	-7.8	.
Cc1noc(C)c1S(=O)(=O)Nc1ccc2c(c1)C(=O)N([C@@H](C)CO)C[C@H](C)[C@H](CN(C)S(=O)(=O)c1ccccc1)OCCCC[C@H](C)O2	.	1.8
CCC(=O)Nc1ccc2c(c1)OC[C@@H](C)N(CCC(F)(F)F)C[C@@H](C)[C@@H](OC)CN(C)C2=O	-8.8	0.1
COc1ccc(-c2nnc(SCC(=O)NC(C)(C)C)n2-c2ccccc2)cc1	-8.6	0.0
CCO[C@H]1OC(C(=O)NC2CC2)=C[C@@H](c2coc3ccccc3c2=O)[C@@H]1CCCO	2.4	.

Some of the entries above, set out differently.
Second line of a record: EZH2 inh	IDH1 R132H inh
Cc1ccc(S(=O)(=O)N[C@@H]2CC[C@H](CC(=O)NC3CCCCC3)O[C@@H]2CO)cc1
    -2.3	-0.2
C[C@H]1CN([C@@H](C)CO)C(=O)c2cccc(NC(=O)Nc3cccc4ccccc34)c2O[C@H]1CN(C)Cc1ccc2c(c1)OCO2
    -4.5	0.6
C[C@@H]1CCCCO[C@@H](CN(C)C(=O)Nc2cccc3ccccc23)[C@@H](C)CN([C@H](C)CO)C(=O)c2cc(NS(=O)(=O)c3ccc(F)cc3)ccc2O1
    .	1.0
C[C@@H](NC(=O)C[C@@H]1C[C@H]2c3cc(NC(=O)NC4CCCC4)ccc3O[C@H]2[C@@H](CO)O1)c1ccccc1
    40.4	0.0
Cc1noc(C)c1S(=O)(=O)N(C)C[C@@H]1OCCCC[C@@H](C)Oc2ccc(NC(=O)Nc3cccc4ccccc34)cc2C(=O)N([C@H](C)CO)C[C@@H]1C
    .	-1.0
C[C@@H]1CN([C@H](C)CO)C(=O)c2cc(NS(=O)(=O)c3cn(C)cn3)ccc2O[C@@H](C)CCCCO[C@H]1CN(C)C
    9.3	6.9

Next section:
structure	EZH2 inh	IDH1 R132H inh
C[C@@H]1CN([C@H](C)CO)C(=O)Cc2cc(NC(=O)Cc3cn(C)c4ccccc34)ccc2O[C@H]1CN(C)Cc1ccc(C(=O)O)cc1	.	-34.4
CCC(=O)N(C)C[C@@H]1Oc2ncc(-c3ccc(F)cc3)cc2C(=O)N([C@H](C)CO)C[C@H]1C	-6.0	-0.2
C[C@H]1CN([C@@H](C)CO)C(=O)c2cccc(NS(C)(=O)=O)c2O[C@@H]1CN(C)Cc1ccc2c(c1)OCO2	-8.1	2.1
C[C@H]1CN([C@@H](C)CO)C(=O)Cc2cc(NC(=O)Nc3ccc(F)cc3)ccc2O[C@H]1CN(C)S(=O)(=O)c1ccc(F)cc1	.	0.4
COc1ccc2nc(NCc3ccc(OC)c(OC)c3OC)sc2c1	-0.6	-0.2
C[C@@H]1CN([C@@H](C)CO)C(=O)c2cc(-c3ccccc3)cnc2O[C@@H]1CN(C)Cc1cccnc1	3.6	-4.2
CO[C@H](CN(C)S(=O)(=O)c1ccc(F)cc1)[C@H](C)CN(Cc1ccccc1Cl)[C@@H](C)CO	14.9	-0.8
C[C@@H]1CN([C@H](C)CO)S(=O)(=O)c2ccc(-c3cccc(F)c3)cc2O[C@H]1CN(C)C(=O)c1cccc(F)c1	-10.8	-14.8
C[C@H](CO)N1C[C@H](C)[C@@H](CN(C)Cc2ccccc2)Oc2ncc(-c3cccc(C#N)c3)cc2C1=O	.	-0.3
C[C@@H]1CN([C@@H](C)CO)S(=O)(=O)c2ccc(-c3cccc(F)c3)cc2O[C@@H]1CN(C)S(C)(=O)=O	.	-2.9
C[C@H]1CN([C@@H](C)CO)C(=O)c2cc(NC(=O)C3CC3)ccc2O[C@@H]1CN(C)Cc1ccncc1	0.4	-0.2
C[C@@H]1CN([C@@H](C)CO)S(=O)(=O)c2ccc(-c3ccccc3)cc2O[C@@H]1CN(C)CC1CC1	-35.5	1.0
C[C@@H]1CN([C@@H](C)CO)C(=O)Cc2cc(NS(C)(=O)=O)ccc2O[C@@H]1CN(C)C(=O)NC1CCCCC1	-0.8	0.9
COCCNC(=O)C[C@H]1C[C@H]2c3cc(NC(=O)c4ccc5c(c4)OCO5)ccc3O[C@H]2[C@@H](CO)O1	13.4	16.2
O=C(C[C@@H]1C=C[C@@H](NS(=O)(=O)c2cccc(F)c2)[C@@H](CO)O1)N1CCCCC1	11.0	0.3
C[C@H](O)C#Cc1cnc2c(c1)C(=O)N([C@H](C)CO)C[C@H](C)[C@H](CN(C)Cc1ccc(-c3ccccc3)cc1)O2	-9.0	.
C[C@@H]1CCCCO[C@@H](CN(C)CC2CCCCC2)[C@@H](C)CN([C@H](C)CO)C(=O)c2cc(NS(=O)(=O)c3ccc(Cl)cc3)ccc2O1	.	-1.9
Cc1cccc(-c2nnc(SCC(=O)Nc3cccc(C(F)(F)F)c3)n2-c2ccccc2)c1	9.6	0.7
C[C@H](CO)N1C[C@H](C)[C@H](CN(C)Cc2ccncc2)Oc2ncc(C#CC3CCCC3)cc2C1=O	-9.3	5.2
C[C@H](CO)N1C[C@H](C)[C@H](CN(C)C(=O)Nc2ccccc2)Oc2ccc(NC(=O)Nc3ccc(F)cc3)cc2C1=O	.	-3.7
Cc1ccc(S(=O)(=O)N(C)C[C@@H]2OCCCC[C@@H](C)Oc3ccc(NC(=O)CCCCCC(=O)Nc4ccccc4N)cc3C(=O)N([C@H](C)CO)C[C@@H]2C)cc1	10.8	.
COC(=O)C[C@@H]1C[C@@H]2c3cc(NC(=O)c4cccnc4)ccc3O[C@@H]2[C@@H](CO)O1	-3.5	-0.4
CN1CCN(C(=O)C[C@@H]2C=C[C@@H](NC(=O)Nc3ccccc3F)[C@H](CO)O2)CC1	4.5	-0.8
COc1cccc(CN(C)C[C@H]2OCc3cn(nn3)CCCC(=O)N([C@H](C)CO)C[C@@H]2C)c1	2.7	-0.3
CCCc1cn(CC[C@@H]2CC[C@@H](NC(=O)C3CCCC3)[C@@H](CO)O2)nn1	-3.6	-0.2
C/C=C/c1ccc2c(c1)O[C@@H](CN(C)C(=O)NC1CCCC1)[C@H](C)CN([C@@H](C)CO)S2(=O)=O	5.4	1.8
O=C(N[C@H]1CC[C@@H](CC(=O)N2CCc3ccccc3C2)O[C@H]1CO)C1CC1	-0.4	0.2
C[C@@H]1CN([C@H](C)CO)C(=O)c2cc(NC(=O)Nc3ccccc3)ccc2O[C@H]1CN(C)S(=O)(=O)c1cccs1	.	-0.2
O=C(Nc1ccc2c(c1)OCO2)N[C@@H]1CC[C@H](CCNC(=O)C2CCOCC2)O[C@@H]1CO	3.3	0.0
C[C@@H](NC(=O)C[C@@H]1CC[C@H](NC(=O)C2CCOCC2)[C@@H](CO)O1)c1ccccc1	-0.1	-0.2
CCc1cccc2c(CCNC(=O)COc3ccc(F)cc3F)c(C)[nH]c12	5.5	-1.5
C[C@@H]1CN([C@@H](C)CO)C(=O)Cc2cc(NC(=O)CCCCCC(=O)Nc3ccccc3N)ccc2O[C@@H]1CN(C)Cc1ccc(-c2ccccc2)cc1	-47.9	.
C[C@@H]1CCCCO[C@H](CN(C)C(=O)Nc2cccc3ccccc23)[C@@H](C)CN([C@@H](C)CO)C(=O)c2cc(N(C)C)ccc2O1	-7.4	-3.0
O=C(N/N=C/c1c(O)cc(O)cc1O)c1ccccn1	30.1	-0.7
O=C(N[C@H]1CC[C@H](CCNC(=O)C2CCC2)O[C@H]1CO)c1ccncc1	1.8	0.0
C[C@@H]1CCCCO[C@@H](CN(C)Cc2ccc(C(F)(F)F)cc2)[C@@H](C)CN([C@H](C)CO)C(=O)c2cc(NC(=O)NC3CCCCC3)ccc2O1	.	1.5
COc1ccc(CCNc2ncnc3scc(-c4cccs4)c23)cc1OC	19.8	3.2
C[C@@H]1CN([C@@H](C)CO)C(=O)c2cc(NS(=O)(=O)c3ccccc3)ccc2O[C@@H](C)CCCCO[C@@H]1CN(C)Cc1ccncc1	.	0.9
COc1cc2c(c(OC)c1OC)c(=O)c1ccccc1n2C	8.6	-0.5
CCC(=O)Nc1ccc2c(c1)OC[C@@H](C)N(Cc1ccccc1F)C[C@H](C)[C@@H](OC)CN(C)C2=O	-3.1	-0.2
Cc1noc(C)c1S(=O)(=O)N(C)C[C@@H]1OCCCC[C@@H](C)Oc2ccc(NS(=O)(=O)c3ccc(Cl)cc3)cc2C(=O)N([C@H](C)CO)C[C@H]1C	.	0.6
COc1cccc(-c2ccc3c(c2)O[C@H](CN(C)C(=O)c2ccccc2F)[C@@H](C)CN([C@@H](C)CO)S3(=O)=O)c1	0.1	-3.3
O=C(O)C1=C[C@@H](C2CCCC2)C[C@@H](OCCCCO)O1	1.5	.
O=C(CCN1CCCCC1)N[C@H]1CC[C@@H](CCNS(=O)(=O)c2ccc(F)cc2)O[C@H]1CO	-2.1	0.0
C[C@H]1CN([C@@H](C)CO)C(=O)Cc2cc(NC(=O)CCCCCC(=O)Nc3ccccc3N)ccc2O[C@@H]1CN(C)C(=O)Nc1ccccc1	-29.2	0.4
CO[C@H]1CN(C)C(=O)c2cc(NC(=O)C3CCCCC3)ccc2OC[C@@H](C)N(C)C[C@H]1C	11.1	0.0
COc1ccc(S(=O)(=O)Nc2ccc3c(c2)C(=O)N([C@@H](C)CO)C[C@@H](C)[C@H](CN(C)Cc2ccc(C(F)(F)F)cc2)OCCCC[C@@H](C)O3)cc1	.	0.9
